# Epigenetic reg: derepresses silenced GFP reporter in murine cells | murine LDR cells, GFP reporter derepression, 30 h | Potency, µM (doses to about 53.9 µM), for inactives: at the top dose GFP activation, usual class: activators | actives 0.2% (n = 280,000); also: potency is read from the fitted curve at half-maximal effect; % of control where 0% means no effect; nearly all actives have a fitted effect of over 60% in size
#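 In this reporter-derepression format, murine cells bearing a silenced integrated CMV-GFP locus incubate with test compound (30 h, 37 C), then are washed and imaged; fluorescent objects of 20–120 um count as induced cells.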
# IMPase Li inh: membrane-permeable IMPase blocker, potentiated with lithium; Potency, µM (doses to about 59.4 µM), inactives show at the highest dose activity, negative = IMPase inhibition, most hits filed as inhibitors; actives 0.35% (n = 210,000); AID 1457; CHO-M1 cells, IP1 TR-FRET (IP-One), carbachol + lithium;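 also: IP1 builds up when IMPase is blocked and the TR-FRET signal falls; potency is read from the fitted curve at half-maximal effect; plate controls were basal vehicle for no effect and high inhibitor control for full effect; nearly all actives have a fitted effect of over 50% in size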
#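 Test compounds were applied to CHO-M1 cells previously cultured for 16–30 h at 2000 per well. A small lithium amount accompanied them; after 30 min at 37C, IP1 was quantified by TR-FRET.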
# GLA spleen mod: inhibits or activates alpha-galactosidase in human spleen homogenate; P06280; human spleen homogenate, 4MU-alpha-Gal fluorescence, 40 min; Potency, µM (titrated, usually from 80 µM), for the others: at the highest dose activity change, negative = inhibition, usual class: inhibitors; actives 0.008% (n = 240,000);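 also: potency is read from the fitted curve at half-maximal effect; 0% = enzyme with vehicle and -100% = no enzyme basal signal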
# Target sequence (P06280 32-429 limits assumed): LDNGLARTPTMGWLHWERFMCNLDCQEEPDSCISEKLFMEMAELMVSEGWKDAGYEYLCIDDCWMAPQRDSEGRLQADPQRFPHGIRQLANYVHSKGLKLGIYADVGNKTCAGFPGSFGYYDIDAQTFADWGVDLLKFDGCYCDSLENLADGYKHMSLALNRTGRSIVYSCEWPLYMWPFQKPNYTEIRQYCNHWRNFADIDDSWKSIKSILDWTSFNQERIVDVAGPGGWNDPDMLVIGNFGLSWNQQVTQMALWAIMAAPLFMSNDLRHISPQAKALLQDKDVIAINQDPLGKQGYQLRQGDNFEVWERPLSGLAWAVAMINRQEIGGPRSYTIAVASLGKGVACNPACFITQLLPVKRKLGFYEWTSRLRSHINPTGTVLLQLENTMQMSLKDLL
#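 Fluorogenic readout (Ex 365/Em 440 nm) of 4-methylumbelliferone released from 1 mM 4-MU-alpha-galactoside by spleen homogenate, 40 min at 37C, pH 5.0. Data normalized to no-enzyme and enzyme controls; Hill-equation AC50 from compound titrations.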
# CBFb-RUNX1 inh: blocks binding between human CBF-beta and RUNX1; Q01196+Q13951; AlphaScreen CBFb-His/RUNX1-biotin binding, biochemical; 230,000 tested, under 10 active; Potency, µM (titrated, usually from 59.8 µM), without a hit: at the highest dose activity, negative = inhibition, most hits filed as inhibitors; AID 1477; also: % of control where 0% means no effect
# Target sequence (Q01196 whole entry, looked up): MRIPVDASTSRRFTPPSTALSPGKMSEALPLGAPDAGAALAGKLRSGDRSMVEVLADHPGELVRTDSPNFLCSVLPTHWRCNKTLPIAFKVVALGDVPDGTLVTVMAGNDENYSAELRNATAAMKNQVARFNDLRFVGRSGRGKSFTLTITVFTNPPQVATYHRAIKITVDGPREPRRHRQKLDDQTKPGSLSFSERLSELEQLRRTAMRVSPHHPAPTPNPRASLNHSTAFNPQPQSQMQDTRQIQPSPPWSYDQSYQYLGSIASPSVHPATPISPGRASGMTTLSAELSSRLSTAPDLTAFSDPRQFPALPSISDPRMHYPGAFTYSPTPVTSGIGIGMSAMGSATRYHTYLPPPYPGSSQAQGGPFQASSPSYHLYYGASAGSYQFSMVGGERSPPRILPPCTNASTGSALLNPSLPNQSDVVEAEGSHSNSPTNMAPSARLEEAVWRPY
# Target sequence (Q13951 whole entry, looked up): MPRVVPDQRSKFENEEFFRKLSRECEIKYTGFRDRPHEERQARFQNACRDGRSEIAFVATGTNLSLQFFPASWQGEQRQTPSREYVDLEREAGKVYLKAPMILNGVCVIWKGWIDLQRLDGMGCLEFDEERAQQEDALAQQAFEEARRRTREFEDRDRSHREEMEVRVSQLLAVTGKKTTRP
#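 CBF-beta (His) and RUNX1 (biotin), 30 nM each; 20 min preassociation; + compound, 15 min; + beads 50 ng each (Ni, streptavidin), 90 min; RT; AlphaScreen read.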
# LMNA splice mod: modulators of lamin A splicing; Potency, µM (top dose mostly 46.1 µM), for the others: at the top dose ratio change, negative = inhibition, hits mostly inhibitors; HeLa LMNA splicing GFP/RFP minigene ratio, 48 h; actives 0.01% (n = 200,000); AID 1487; active = well fitted inhibition curve with a large enough effect in the signal ratio, with a control signal flat, not every such curve was filed as active; inconclusive = small, poorly fitted or top-dose-only effect, or effect the other way, or a change in a side signal; the % refers to the signal ratio; also: potency is read from the fitted curve at half-maximal effect; % is scaled to controls: 0 for no effect and ±100 for the full control effect
#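 S3 HeLa stable clones carrying a lamin A-EGFP splicing minigene plus DsRed2 were seeded at 600 cells/well in Opti-MEM with 2% FBS, pin-dosed and incubated 48 h at 37°C. Acumen cytometry (488 nm) gave the GFP/RFP total-intensity ratio.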
# KinaseGlo FLuc: counter-screen: inhibitors of Kinase-Glo firefly luciferase; Potency, µM (series often up to 38.3 µM), without a hit: at the highest dose activity change, negative = inhibition, hits mostly inhibitors; Kinase-Glo luciferase, ATP luminescence, 8 min; actives 0.28% (n = 200,000); Q27757; AID 1379; also: potency is read from the fitted curve at half-maximal effect; % is scaled to controls: 0 for no effect and ±100 for the full control effect; nearly all actives have a fitted effect of over 60% in size
#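 Inhibition of Kinase-Glo luciferase light generation was assessed at 10 uM ATP in pH 7.2 imidazole buffer, with luminescence measured after eight minutes at ambient temperature.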
# NPSR antag: neuropeptide S receptor (human) antagonism, cAMP; actives 1% (n = 220,000); Potency, µM (series often up to 38.3 µM), for inactives: top-dose activity change, negative = inhibition, actives largely listed as inhibitors; CHO-NPSR cells, cAMP TR-FRET, antagonist mode; also: potency is read from the fitted curve at half-maximal effect; % is scaled to controls: 0 for no effect and ±100 for the full control effect; nearly all actives have a fitted effect of over 50% in size; many of its hits are not listed in these tables
# An asterisk follows results filed as active; ? = inconclusive; . = no result given; & = joins results of further samples; [ ] = another dose, or the depositor's remark. Unless noted, calls follow the shape of the dose curve; as a rule, active = well fitted curve in the direction sought with a large enough effect; inconclusive = small, poorly fitted or top-dose-only effect, or another doubt; inactive = no such curve, though single readings can be large; an effect the other way counts as inactive or inconclusive.
SMILES,Epigenetic reg,IMPase Li inh,GLA spleen mod,CBFb-RUNX1 inh,LMNA splice mod,KinaseGlo FLuc,NPSR antag
CC(=O)C1=C(Nc2ccc(C)cc2)CC(C)(O)C(C(C)=O)C1c1ccco1 (stereo not given),-0.9%,19%[38.3 µM],18%,2%,-2%,-4%,-7%[46.1 µM]
O=C1CC(=O)N2N=C(c3ccc([N+](=O)[O-])cc3)SC2=N1,0.0%,0%,-8%,-3%,0%,4%,3%
Cc1cc(C)cc(OCC(=O)Nc2ccccc2N2CCCCC2)c1,0.7%,38%[activator][38.3 µM],0%,3%,0%,-3%,?
CCOC(=O)N1CCN(c2ccc(S(=O)(=O)N(Cc3ccccc3)Cc3ccccc3)cn2)CC1,0.9%,24%,-1%,4%,?,-2%,-30%[46.1 µM]
Cc1c(NC(=S)NC(C)(C)C)c(=O)n(-c2ccccc2)n1C,1.3%,9%,-4%,-7%,.,5%,3%
O=C(CSc1nnc(-c2ccncc2)n1Cc1ccco1)Nc1ccccc1F,-3.9%,.,5%,4%,.,.,32%
COc1cc(C(CCN2CCOCC2)c2c(OC)cc(OC)c3c(-c4ccccc4)cc(=O)oc23)cc(OC)c1OC (stereo not given),0.2%[40.7 µM],15%,-12%,5%,.,4%[39.9 µM],.
N#CCc1c(C#N)c(N)nc(N2CCCC(O)C2)c1C#N (stereo not given),1.1%,5%,1%,5%,-6%[9.22 µM],1%,21%
O=C(Nc1cc(Cl)ccc1N1CCOCC1)c1cnccn1,-0.8%,2%,10%,-3%,-7%,2%,1%[46.1 µM]
COc1cccc(C(=O)NCCSc2ccc(Br)cc2)c1,0.0%,5%,6%,1%,?,1%,-40%
CSCC[C@@H](C(=O)NCc1cccs1)N1Cc2ccccc2C1=O,1.9%,-7%[38.3 µM],-7%,-3%,-8%,16%,-5%[46.1 µM]
O=C(NCc1ccc(F)cc1)C1Cc2ccccc2CN1C(=O)c1ccco1 (stereo not given),2.1%,-2%,-8%,-6%,7%[9.22 µM],-4%,2%
COc1ccc(N(CC(=O)O)S(=O)(=O)c2ccc(OC)c(OC)c2)cc1,-7.5%,14%[38.3 µM],3%,-1%,-3%,-1%,-8%[46.1 µM]
Cc1cc(C)nc(NS(=O)(=O)c2ccc(-n3cccc3)cc2)n1,0.0%,12%[38.3 µM],2%,-2%,-9%,1%,-7%[46.1 µM]
COc1ccccc1[C@@H]1C(c2cccc(Cl)c2)=NN(c2ccccc2)[C@H]1C(=O)N1CCOC1=O,-1.6%&0.1%,-5%&5%,?,?,?,2%[39.9 µM],-18%
CCCC(=O)NC(=S)Nc1ccc(NC(=O)c2cccs2)cc1,5.0%,32%[38.3 µM],1%,-4%,-20%,-2%,-14%[46.1 µM]
CN(C)c1nc2c(c(=O)[nH]c(=O)n2C)n1Cc1ccc(F)cc1,0.0%,5%[38.3 µM],1%,6%,-5%,1%,-7%[46.1 µM]
Cc1ccc2[nH]c3c(c2c1)CN(C(=O)CN1CCN(c2cccc(C)c2C)CC1)CC3,-1.1%,-5%[38.3 µM],?,-5%,?,3%,-14%[46.1 µM]
COc1cc2c(cc1OC)C1C(C(=O)Nc3ccccc3N3CCN(C)CC3)c3ccccc3C(=O)N1CC2 (stereo not given),2.8%,-3%,3%,10%,.,1%,-44%
CCOc1nc(CC(C)C)c2c(c1C#N)CC(C)(C)OC2,-1.7%,.,1%,12%,.,.,-31%
Cc1ccc(N(C(=O)Cn2nnc(-c3cccs3)n2)C(C(=O)NC2CCCC2)c2ccncc2)cc1 (stereo not given),-0.2%,-12%[38.3 µM],4%,-1%,6%,-3%,-20%[46.1 µM]
CCOC(=O)c1c[nH]c(=O)c(Br)c1O,-2.0%,1%,-1%,0%,-6%,0%,11%
CC1CC(C)CN(c2oc(-c3ccccc3Cl)nc2C#N)C1 (stereo not given),-1.1%,31%[activator][38.3 µM],2%,-7%,5%,1%,-11%[46.1 µM]
CCCC12CN3CC(C)(CN(C1)C3c1ccco1)C2=O (stereo not given),-1.2%,-6%,-4%,-2%,.,2%,21%
COC(=O)Cc1ccc(NC(=O)c2ccccc2Cl)cc1,-0.2%,4%,0%,0%,10%[46 µM],0%,7%
CCCCN(CC)CCCNC(=O)c1ccc(CSc2nc3ccncc3[nH]2)cc1,2.1%,-2%,-4%,6%,.,-1%,6%
O=C(NCCN1CCN(C(=O)Nc2ccccc2)CC1)Nc1ccccc1,1.7%,6%[38.3 µM],-4%,0%,5%,-3%,?
O=c1c(=Nc2ccccc2O)c(=O)c2ccccc12,-3.8%,6%,3%,-1%,-13%[46 µM],-2%,18%
CC(NC(=O)CC(c1ccccc1)c1cc(Cl)ccc1O)c1ccccc1 (stereo not given),-1.9%,12%,-13%,8%,?,0%,-26%
O=C(c1ccccc1)C1CCN(C(=O)Nc2ccccc2)CC1,0.5%,.,0%,-6%,.,.,-16%
COc1ccc2sc(C)nc2c1NC(C)=O,-3.9%,8%[38.3 µM],9%,5%,3%,1%,6%[46.1 µM]
O=c1oc2ccccc2cc1-c1csc(Nc2nc3ccc(F)cc3s2)n1,7.9%,-7%,4%,2%,7%,-4%,2%
C(=C\c1nccc2c1[nH]c1ccccc12)/c1ccccc1,0.1%,.,?,?,.,.,?
COc1cccc(-c2nccc(NCc3ccccc3)n2)c1,.,27%,5%,.,?,.,.
Cc1cccc(C(=O)NC2CCN(S(=O)(=O)c3ccccc3)CC2)c1,0.0%,8%,-7%,-3%,.,-4%,6%
Cc1nc([N+](=O)[O-])cn1C(C)C,-1.0%,.,-11%,-12%,.,.,-10%
Cc1cc(C)c(C(N)=O)c(NCCc2ccccc2)n1,9.7%,17%[38.3 µM],9%,11%,1%,-2%,7%[46.1 µM]
Cn1cc(CNC(=O)C2CCCCC2)cn1,0.0%,16%[38.3 µM],-3%,3%,0%,-2%,-1%[46.1 µM]
COCCCNC(=O)CCNS(=O)(=O)c1ccc(C)cc1,-1.0%,.,0%,3%,-1%,.,1%[46.1 µM]
Cc1cc2ncc(Cl)nc2cc1C,2.0%,-10%,-2%,-4%,5%,-4%,8%
CCOC(=O)c1cnn(CCOC(=O)Cc2cccs2)c1NC(=O)Cc1cccs1,0.4%,12%[38.3 µM],4%,10%,-10%,0%,-13%[46.1 µM]
Cc1cc(NC(=O)CSc2nnc(COc3ccccc3)o2)no1,0.0%,12%[38.3 µM],11%,-1%,4%,-5%,17%[46.1 µM]
Cc1ccc(OCCCN2C(=O)C(=O)c3cc(C)ccc32)cc1,1.0%,12%,3%,-6%,.,-1%,8%
Cc1ccc(S(=O)(=O)Nc2cccc(-c3cn4ccsc4n3)c2)cc1,-1.1%,26%[38.3 µM],6%,-6%,?,1%,-16%[46.1 µM]
CCc1ccc(NC(=O)N(C2CCCCC2)C(C)c2cccnc2)cc1 (stereo not given),0.0%,33%[38.3 µM],5%,6%,17%,-4%,3%[46.1 µM]
O=C(NCc1cccc(C(F)(F)F)c1)C1CC(c2ccccc2C(F)(F)F)=NO1 (stereo not given),4.7%,.,-3%,18%,.,.,-17%
COc1cccc(-c2nc(N3CCCCC3C)c3ccccc3n2)c1O (stereo not given),0.0%,12%[38.3 µM],-1%,-28%,?,1%,-18%[46.1 µM]
COC(=O)c1c(C)cc(C)c2c1CC(C)(C)C2=O,-4.5%,.,10%,-2%,.,.,4%

# Shown tab-delimited: part of the list above.
SMILES	Epigenetic reg	IMPase Li inh	GLA spleen mod	CBFb-RUNX1 inh	LMNA splice mod	KinaseGlo FLuc	NPSR antag
CCOC(=O)c1cnn(CCOC(=O)Cc2cccs2)c1NC(=O)Cc1cccs1	0.4%	12%[38.3 µM]	4%	10%	-10%	0%	-13%[46.1 µM]
O=C(NCc1cccc(C(F)(F)F)c1)C1CC(c2ccccc2C(F)(F)F)=NO1 (stereo not given)	4.7%	.	-3%	18%	.	.	-17%
Cc1cc2ncc(Cl)nc2cc1C	2.0%	-10%	-2%	-4%	5%	-4%	8%
Cn1cc(CNC(=O)C2CCCCC2)cn1	0.0%	16%[38.3 µM]	-3%	3%	0%	-2%	-1%[46.1 µM]

# (list continues)
SMILES,Epigenetic reg,IMPase Li inh,GLA spleen mod,CBFb-RUNX1 inh,LMNA splice mod,KinaseGlo FLuc,NPSR antag
CCc1ccc(OCC2c3cc(OC)c(OC)cc3CCN2C(=S)NCCOC)cc1 (stereo not given),0.0%,15%,8%,1%,?,1%,-38%
O=C(NCC1CCCO1)C(c1cccnc1)N(C(=O)Cc1cccs1)c1cccnc1 (stereo not given),-2.3%,-11%[38.3 µM],-26%,0%,-5%,-3%,-6%[46.1 µM]
C/C=N/NC(=O)CCNC(=O)c1ccccc1,-1.0%,0%,-10%,5%,6%,1%,12%
C=CCn1c(Oc2cccc(C)c2)nc2c1c(=O)n(C)c(=O)n2C,1.0%,-2%,3%,-7%,.,2%,8%
CCOC(=O)c1[nH]c2ccccc2c1NC(=S)Nc1ccccc1,0.8%,-1%,3%,-3%[2.36 µM],?,-3%,-22%
CCC(CC)C(=O)Nc1cccc(C(=O)N2CCOCC2)c1,3.9%,25%[38.3 µM],0%,21%,-9%,0%,7%[46.1 µM]
NC(=O)CSc1nnc(Cn2c(=O)sc3ccccc32)n1CCc1ccccc1,-1.0%,4%,-4%,2%,0%,-3%,-3%[46.1 µM]
CC(C)NC(=O)N1CCCC2(CCN(C(=O)c3cc(C(F)(F)F)cc(C(F)(F)F)c3)CC2)C1,.,-1%,3%,.,.,-2%,.
CCCCNC(=S)N1CCN(c2ccccc2Cl)CC1,1.3%,-5%,10%,5%,8%[46 µM],-2%,-10%
CCS(=O)(=O)N1CCN=C1SCc1cccnc1,-3.0%,-3%,-12%,-1%,10%[9.22 µM],-1%,25%
CCN(CC)CCNC(=O)Cn1cnc2sc(C)c(S(=O)(=O)N3CCOCC3)c2c1=O,0.1%,3%,-2%,-3%,-5%,-3%,1%[46.1 µM]
Cc1cccc(C(=O)NNC(=O)c2ccccc2)c1,-1.8%,2%,1%,4%,5%,-2%,14%
CCN1C(=O)[C@@H]2[C@H]3C(=CC[C@H]2C1=O)C(=O)[C@H]1OC1[C@H]3O (stereo not given in full),14%[10.1 µM],.,-5%[17.5 µM],-4%[13.1 µM],.,.,.
Cc1ccc(-c2nnn(CC(=O)N(c3cccc(F)c3)C(C(=O)NC(C)(C)C)c3ccco3)n2)o1 (stereo not given),-0.1%,4%,-2%,1%,-11%[46 µM],0%,-17%
CCS(=O)(=O)N1CCCC(C(=O)NC2CCCCC2)C1 (stereo not given),0.0%,-9%[38.3 µM],-4%,2%,11%,-3%,-1%[46.1 µM]

# Screens: PubChem BioAssay, National Center for Advancing Translational Sciences (NCATS)

# A portion of the library. The share of hits here may be higher or lower than overall.
